Screens from PubChem BioAssay.
SRC1 TRFRET art: counter-screen for PPARgamma SRC-1 recruitment agonists: TR-FRET artefact | TR-FRET ratio at 8 µM | TR-FRET detection artefact counter-screen, emission ratio; stronger effect = higher value | AID 1051 | 0.34% of 99,000 active; in the data active = TR-FRET ratio above about 2300; note: inactives centre near 1800; reference of the scale not given here
SRC3 TRFRET art: TR-FRET artefact, counter-screen to PPARgamma/SRC-3 agonist assay; PPARgamma/SRC-3 format; stronger effect = higher value; TR-FRET ratio at 8 µM; 0.39% of 99,000 active; AID 1048; in the data active = TR-FRET ratio above about 2000; note: inactives centre near 1600; reference of the scale not given here
Starred values were filed as active, the others as inactive. Only part of the results is shown, so the mix of outcomes need not match the whole.

Structure	SRC1 TRFRET art	SRC3 TRFRET art
COc1ccccc1C/C(N)=N/OC(=O)c1cccc([N+](=O)[O-])c1C	1831	1596
Cc1cc(OC(=O)c2ccc(S(=O)(=O)N3CCCC3)cc2)c([N+](=O)[O-])c(=O)[nH]1	1731	1403
O=c1[nH]c2cc3c(cc2cc1CN(CCCO)C(=S)NCc1ccco1)OCO3	1858	1610
CCN(CC)S(=O)(=O)c1ccc(N2Cc3ccccc3C2=N)cc1	1583	1671
COc1ccc(CCNC(=O)COc2ncnc3ccccc23)cc1OC	1660	1677
O=C(CCSc1ccccc1)Nc1ccc(S(=O)(=O)Nc2ncccn2)cc1	1649	1605
Cc1[nH]c(=O)[nH]c(=O)c1N(C)C	2131	1576
Cc1ccc(OC(C)C(=O)N=Nc2c(O)[nH]c3ccc([N+](=O)[O-])cc23)cc1 (centres undefined)	1710	1588
CCOc1cc(C)c(S(=O)(=O)N2CCCCC2)cc1C	1703	1595
O=c1oc(-c2ccco2)nc2sc3c(c12)CCCCC3	1617	1528
O=C(NNC(=O)C1CCCO1)c1ccc(F)cc1 (centres undefined)	1687	1621
COC(=O)[C@H](CC(C)C)NC(=O)NCCCc1ccccc1	1873	1529
CCCCCN(C(=O)NC(=O)Nc1ccc(C)cc1)S(=O)(=O)c1ccccc1	1509	1324
O=C(/C=C/c1cccs1)N1CCN(c2ccccc2F)CC1	1798	1585
COc1cc(OC)cc(C(=O)NC(=S)N2CCCCCC2)c1	1700	1475
COC(=O)c1c(-c2ccccc2)csc1N1C(=O)Nc2ccccc2N1O	1825	1681
O=C(NC1CCCCCC1)C1CCC(CNS(=O)(=O)c2ccc(Br)s2)CC1 (centres undefined)	1710	1796
COc1cc(C=O)ccc1OCc1ccc(Cl)nc1	1683	1563
O=C(N/N=C/C=C\c1ccccc1)c1cnccn1	1813	1553
Cc1nnc(SCC2=C(C(=O)O)N3C(=O)C(NC(=O)c4cccc(F)c4F)C3SC2)s1 (centres undefined)	1752	1608
O=C(NC(CO)Cc1ccc([N+](=O)[O-])cc1)C(Cl)Cl (centres undefined)	1990	1548
CN1CCN(NC(=O)Nc2cccc(Cl)c2Cl)CC1	2020	1719
CN(C(=O)Cn1cc(C#N)c2ccccc21)c1ccccc1	1810	1636
Cn1ncc(Br)c1C(=O)Nc1ccc(Br)cn1	1829	1482
Cc1ccc(F)cc1NC(=S)NCCc1ccccc1	1659	1553
Cc1ccc(NC(=O)c2ccco2)c([N+](=O)[O-])c1	1961	1441
COc1ccccc1C1=NNC(=NCc2ccccc2)SC1	2093	1766
Cc1ccc(Nc2nc(CSc3nnc(-c4cccnc4)n3-c3ccccc3C)cs2)cc1	1815	1543
CCOC(=O)N1CCN(S(=O)(=O)c2ccc(C(=O)NNc3nc4c(C)cccc4s3)cc2)CC1	1958	1754
O=C(c1c[nH]c2ccccc12)N1CCN(Cc2ccccc2)CC1	1684	1299
CN(C(=O)CSc1ncc(C(F)(F)F)cc1Cl)c1c(N)n(Cc2ccccc2)c(=O)[nH]c1=O	1650	1523
O=C(CSCc1ccc(Cl)cc1)NCc1ccccn1	1778	1735
Cc1nc(NC(=O)c2ccc(Cl)cc2)nc2cc3c(cc12)OCO3	1691	1577
Cc1cc(Nc2cccc(Cl)n2)n(-c2ccccc2)n1	1899	1490
COc1ccc(OC)c(NC(=O)C2CC(=O)N(c3ccccc3)C2)c1 (centres undefined)	1905	1721
COc1cc([N+](=O)[O-])ccc1NC(=O)NCc1ccco1	1995	1799
COc1ccc(/C=N\NC(=O)CCc2c(C)n[nH]c2C)c(OC)c1OC	2024	1881
Cc1ccc(/C=N/NC(=O)c2cccc(S(=O)(=O)N3CCOCC3)c2)o1	1920	1581
CN(Cc1nc(CCc2ccccc2)no1)Cc1cccs1	1505	1459
O=C(Oc1ccc2ccc(OC(=O)N3CCCCCC3)cc2c1)N1CCCCCC1	1786	1635
Cc1ccc2nc(N/C(N)=N/S(=O)(=O)c3ccc([N+](=O)[O-])cc3)nc(C)c2c1	1789	1435
Nc1nc(COc2ccc(Cl)cc2)cs1	2057	1502
COc1ccc(-c2cc(-c3cccs3)nc(OC)c2C#N)cc1OC	1733	1562
Clc1ccc(-c2c[n+](Cc3ccc(Cl)c(Cl)c3)c3n2CCC3)cc1	1776	1583
CCCOc1ccc(N2C(=O)CC(NCc3cccnc3)C2=O)cc1 (centres undefined)	1605	1587
CCCOC(=O)c1c(NC(=O)C2C3C=CC(C3)C2C(=O)O)sc2c1CCC(C)C2 (centres undefined)	1551	1669
C/C(=N\NC(=S)NCCc1ccccc1)c1cccs1	1819	1571
COc1ccc(C(=O)Cc2ccc(F)cc2)c(OC)c1	1659	1531
Cc1cccc(NC(=S)N(CCN2CCOCC2)Cc2cc3cc4c(cc3[nH]c2=O)OCO4)c1	2032	1295
CC(C)NC(=O)[C@@H]1C[C@@]1(C)[C@@H](NC(=O)OCc1ccccc1)c1ccccc1	1764	1323

Rewritten as labelled records: entries from further up.
> COc1ccc(-c2cc(-c3cccs3)nc(OC)c2C#N)cc1OC
- SRC1 TRFRET art: 1733
- SRC3 TRFRET art: 1562
> Clc1ccc(-c2c[n+](Cc3ccc(Cl)c(Cl)c3)c3n2CCC3)cc1
- SRC1 TRFRET art: 1776
- SRC3 TRFRET art: 1583

The list goes on:
Structure	SRC1 TRFRET art	SRC3 TRFRET art
CS(=O)(=O)N(CC(=O)NCc1ccco1)c1cccc([N+](=O)[O-])c1	1925	1379
Cn1c(=O)c2c(nc(SCC(=O)NCC3CCCO3)n2Cc2ccc(F)cc2)n(C)c1=O (centres undefined)	2018	1728
Cc1ccc(NC(=S)N=Nc2c(O)n(C)c3ccc(S(=O)(=O)N4CCOCC4)cc23)cc1	2079	1656
CCc1ccc(/C=C2\SC(N3CCCC3)=NC2=O)cc1	1976	1705
CC(C)CC(C(=O)NC(C)(C)C)N(CC1CCCO1)C(=O)c1snc(C(N)=O)c1N (centres undefined)	1697	1600
COc1ccc(N(C(=O)CNC(=O)c2cccs2)C(C(=O)NC2CCCC2)c2cccnc2)cc1 (centres undefined)	1877	1491
O=C(O)CCCNS(=O)(=O)Cc1ccccc1	1935	1589
COc1cc(/C=C/C(=O)NCC(=O)N2CCC(N(C)CCN3CCOCC3)CC2)ccc1OC(C)C	1919	1745
Cc1ccc(C)c(NC(=O)CN(C)C(=O)c2cc3ccccc3o2)c1	1773	1451
Cc1nc2ccccc2cc1C(=O)N/N=C/c1ccccc1[N+](=O)[O-]	1796	1612
O=C(Nc1ccccc1C(=O)NC(Cc1ccccc1)C(=O)O)c1ccccc1 (centres undefined)	1511	1387
CCOc1cc(/C=N/NC(=O)c2nn(C)cc2Br)ccc1OCc1ccccc1Cl	1972	1625
O=C(CCn1c(=S)oc2ccccc21)Nc1ccc2c(c1)OCCO2	1632	1469
COc1cccc(CNC(=O)CN2C(=O)CC(c3ccccc3)=Nc3ccccc32)c1	1543	1440
CCOC(=O)c1c(NC(=O)C[n+]2ccccc2)sc2c1CCCC2	1849	1649
COc1cc2c(cc1OC)C(C)N(C(=O)c1cc3c(=O)oc4ccc(C)cc4c3s1)CC2 (centres undefined)	2044	1666
Cc1ccc(-c2csc(NC(=O)C3=NN(c4ccccc4)C(=O)CC3)n2)cc1	2039	1699
CC(=O)N1CCN(C(=S)Nc2cc(S(=O)(=O)N3CCOCC3)ccc2Cl)CC1	1706	1508
Cn1c(CC(=O)NC(C)(C)CO)c(Sc2ccccc2)c2ccccc21	1919	1654
COc1ccc(N2C(N)=C(C#N)C(c3ccsc3)C3=C2CCCC3=O)c(OC)c1 (centres undefined)	1477	1535
COc1ccc(OC)c(NC(=O)COC(=O)c2cc3c(s2)CCC3)c1	1764	1383
CCCCC(CC)C(=O)NCCCN1CCN(CCCNC(=O)C(CC)CCCC)CC1 (centres undefined)	1728	1424
C=CCc1cccc2cc(C(=O)Nc3ccc(F)cc3)c(=O)oc12	1643	1763
CCOC(=O)c1c(C)[nH]c(C2=NNC(=NC(C)COC)SC2)c1C (centres undefined)	1830	1559
COc1cc(Cl)c(C)cc1NC(=O)[C@@H]1CCCN1C(=O)c1cccs1	2097	1649

Single records, as listed above. Order of values: SRC1 TRFRET art, SRC3 TRFRET art
Listed for COc1cc(Cl)c(C)cc1NC(=O)[C@@H]1CCCN1C(=O)c1cccs1 → 2097, 1649
Listed for C=CCc1cccc2cc(C(=O)Nc3ccc(F)cc3)c(=O)oc12 → 1643, 1763
Listed for CC(C)CC(C(=O)NC(C)(C)C)N(CC1CCCO1)C(=O)c1snc(C(N)=O)c1N (centres undefined) → 1697, 1600
Listed for CCc1ccc(/C=C2\SC(N3CCCC3)=NC2=O)cc1 → 1976, 1705

Later entries.
Structure	SRC1 TRFRET art	SRC3 TRFRET art
CCNc1ccc(C(=O)OCC(=O)N2c3ccccc3NC(=O)C2(C)C)cc1[N+](=O)[O-]	1807	1579
CCCOc1ccc(N2C(=O)CC(N3CCN(CCN=CC4C(=O)CC(C)(C)CC4=O)CC3)C2=O)cc1 (centres undefined)	1958	1608
COc1ccc(C2C3=C(CCCC3=O)Nc3nc(C(F)(F)F)nn32)c(OC)c1OC (centres undefined)	2013	1692
CCN(CC)C(=O)C(=O)c1cn(CC(=O)NCC2CCCO2)c2ccccc12 (centres undefined)	1533	1690
COc1ccc(OC)c(/C=C/C(=O)OCC(=O)Nc2ccc(Cl)c(S(=O)(=O)N(C)C)c2)c1	1858	1801
COc1cc(CN2CCN(Cc3ccc(C)cc3)CC2)c([N+](=O)[O-])cc1OC	1662	1342
CC1(C)CC2CC(C)(CN2C(=S)NC(=O)c2ccccc2Cl)C1 (centres undefined)	1895	1575
O=C(NCc1cccs1)C(=O)c1cn(CC(=O)N2CCOCC2)c2ccccc12	1851	1512
O=C(Cn1cc([N+](=O)[O-])cn1)NCC1CCCO1 (centres undefined)	1686	1470
O=C(COC(=O)CNC(=O)c1ccc(F)cc1)Nc1cccc(S(=O)(=O)N2CCCC2)c1	1857	1593
COc1cc(/C=N/n2cnnc2)ccc1OCC(=O)N1CCOCC1	1960	1509
CC(=O)c1ccc(NC(=O)CCCN2C(=O)/C(=C/C(C)=C/c3ccccc3)SC2=S)cc1	1871	1455
NC(=O)CSc1nc2ccccc2nc1SCC(N)=O	2036	1738
CCC(C)(C)NC(=O)C(c1ccncc1)N(C(=O)c1sc(C)nc1C)c1ccc(F)cc1 (centres undefined)	1699	1752
COC(=O)CCC(=O)Nc1ccc(N=Nc2ccccc2)cc1	1944	1721
COCc1cc([C@@H]2C[C@H]3CN(c4ccccc4)C(=O)[C@]34CCCN24)ccc1OC	1779	1598
CCOC(=O)C1(C/C(C)=N/NC(N)=O)CC(C)OC1=O (centres undefined)	1692	1588
COc1ccc(C(=O)N/C(=C\c2cn(C)c3ccccc23)C(=O)OCC(C)C)cc1	1770	1570
Cc1nc(CCNC(=O)CC2C(=O)NCCN2Cc2ccoc2)nc2c1CCCC2 (centres undefined)	1743	1729
Cc1cccc(-c2ncc(CN3CCCC(CO)(Cc4ccccc4C)C3)cn2)c1 (centres undefined)	1523	1440
Cc1cccc(NC(=S)NCCO)c1C	1870	1472
CN(CCCNC(=O)CSc1cc(=O)n(C)c2ccc(Cl)cc12)Cc1ccccc1	3259*	3068*
COC(=O)c1ccc2c(c1)N(Cc1ccccc1F)C(=O)c1ccccc1S2=O (centres undefined)	1743	1455
O=C(O)c1cc(-c2cccnc2)nn1-c1ccccn1	1831	1808
CC(=O)Nc1nc2cccc([N+](=O)[O-])c2s1	1773	1483

Individual results from the entries so far.
Under SRC3 TRFRET art, NC(=O)CSc1nc2ccccc2nc1SCC(N)=O is entered as 1738
Under SRC1 TRFRET art, CC1(C)CC2CC(C)(CN2C(=S)NC(=O)c2ccccc2Cl)C1 (centres undefined) is entered as 1895
Under SRC1 TRFRET art, CCC(C)(C)NC(=O)C(c1ccncc1)N(C(=O)c1sc(C)nc1C)c1ccc(F)cc1 (centres undefined) is entered as 1699

Next part.
Structure	SRC1 TRFRET art	SRC3 TRFRET art
O=C(NNc1ccc([N+](=O)[O-])cc1)C1CC1c1ccccc1 (centres undefined)	1783	1395
COc1ccc(S(=O)(=O)Nc2cccc(S(=O)(=O)N3CCCCCC3)c2)cc1	1725	1442
Cc1nc2cc(NC(=O)CCS(=O)(=O)c3ccccc3)ccc2s1	1755	1496
Cc1cc(C=O)c(C)n1-c1ccc2c(c1)OCO2	1820	1772
Cc1noc(C)c1CSc1ncnc2sc3c(c12)CCCCC3	1556	1300
COc1ccccc1C(=O)COC(=O)c1ccc(N(C)C)cc1	1848	1640
Cc1ccc(-n2nc(C)c(/C=N/NC(=O)c3cccnc3)c2Cl)cc1	1883	1396
O=C(Nc1nccs1)c1cc(S(=O)(=O)N2CCCCC2)ccc1Cl	1793	1588
O=C(COC(=O)C1(c2ccc(Cl)cc2)CCCC1)Nc1ncc(C(F)(F)F)cc1Cl	1955	1637
O=C(c1cc(COc2c(F)cccc2F)on1)N1CCC(c2ccccc2F)C1 (centres undefined)	1555	1625
CC1(C)CC(=O)c2c(Cc3ccccc3)noc2C1	1685	1650
CN(c1cccc(NS(=O)(=O)c2cccc([N+](=O)[O-])c2)c1)S(C)(=O)=O	1824	1543
COc1cc(/C=N/Nc2ccccc2[N+](=O)[O-])ccc1OC(=O)c1ccccc1F	1835	1640
Cc1cc(NC(=O)Nc2cccc([N+](=O)[O-])c2)no1	1557	1556
CC(C)(C)OC(=O)[C@H](Cc1ccccc1)NC(=O)c1nc[nH]c1C(=O)NC1CCN(C(=O)OC(C)(C)C)CC1	1598	1451
COc1cccc(OCCNC(=O)c2cc([N+](=O)[O-])cc([N+](=O)[O-])c2)c1	1585	1395
O=C(C1=NNCC1c1ccccc1)C1CO1 (centres undefined)	1666	1569
CC(C)NC(=O)NC(=O)CSc1nnc(C(F)(F)F)n1C	1590	1479
Cc1cccc(C(=O)NC2CCN(CC(=O)Nc3ccc4c(c3)OCO4)CC2)c1	1678	1735
